Compound activity (PubChem)
ADAM17 inh: ADAM17 inhibitors, primary screen, biochemical, QFRET. AID 720648, 2013. recombinant ADAM17, EDANS/DABCYL FRET peptide cleavage. inhibition, % at 6.95 µM. Disintegrin and metalloproteinase domain-containing protein 17 (Homo sapiens), P78536. hit rate 0.83% among 370,000;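 active means inhibition above the mean of compounds lying between control limits plus 3 SD, set per campaign, cut at about 8.5% in these data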;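 further: 0% = DMSO-only wells as the low control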
Target sequence (P78536 215-824 limits assumed): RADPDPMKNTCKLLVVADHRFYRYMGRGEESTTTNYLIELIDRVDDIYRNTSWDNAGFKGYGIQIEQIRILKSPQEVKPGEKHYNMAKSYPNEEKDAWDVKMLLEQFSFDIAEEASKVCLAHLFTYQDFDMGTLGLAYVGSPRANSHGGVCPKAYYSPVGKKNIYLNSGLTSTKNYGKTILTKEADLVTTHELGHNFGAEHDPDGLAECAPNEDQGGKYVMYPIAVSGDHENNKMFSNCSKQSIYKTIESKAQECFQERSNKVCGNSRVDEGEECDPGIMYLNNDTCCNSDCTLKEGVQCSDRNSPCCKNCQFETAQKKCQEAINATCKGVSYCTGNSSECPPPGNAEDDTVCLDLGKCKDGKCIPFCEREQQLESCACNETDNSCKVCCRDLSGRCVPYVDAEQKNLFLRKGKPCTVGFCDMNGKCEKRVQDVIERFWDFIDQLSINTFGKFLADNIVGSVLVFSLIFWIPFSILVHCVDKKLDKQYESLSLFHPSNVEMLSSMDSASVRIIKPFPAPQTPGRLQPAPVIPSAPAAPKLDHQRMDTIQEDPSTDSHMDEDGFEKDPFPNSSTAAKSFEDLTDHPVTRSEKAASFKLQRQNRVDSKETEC
hgDAF-12 ag: H. glycines DAF-12 receptor agonists, primary screen, cell-based, luminescence, HEK293, GAL4 fusion, UAS-luciferase; hit rate 1.8% among 370,000; Nuclear hormone receptor DAF-12 (Heterodera glycines), GAL4 fusion; activation, % at 6.8 µM; HEK293 GAL4-hgDAF12 UAS-luciferase reporter, agonist luminescence; normalized to butyrate control;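 active means activation above a cutoff set at the mean of all screened compounds plus 3 SD, cut at about 10% in these data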;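 further: 0% = DMSO wells and 100% = sodium butyrate wells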
ssDAF12 agonist: S. stercoralis DAF-12 nuclear receptor activators, primary screen, cell-based, luminescence, HEK293, GRIP1 co-expression, lit1-tk-luc; Nuclear hormone receptor DAF-12 (Strongyloides stercoralis); hit rate 1% among 370,000; AID 652126, 2013; activation, % at 6.8 µM; HEK293 ssDAF-12/GRIP1 lit1-tk-luc reporter; % of 3 µM dafachronic acid response;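 active means activation above the mean over all tested compounds plus 3 SD, cut at about 0.9% in these data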;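 further: 0% = DMSO-only wells and 100% = 3 µM delta7-dafachronic acid wells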
PLC-gamma1 inh: PLC-gamma1 enzyme inhibitors, primary screen, biochemical, fluorescence, purified enzyme. 1-phosphatidylinositol 4,5-bisphosphate phosphodiesterase gamma-1 (Homo sapiens), P19174. fluorogenic substrate. inhibition, % at 12.2 µM. hit rate 0.84% among 370,000. AID 720700, 2013; in the data active means inhibition above about 9.5%
FXN GAA850 act: FXN promoter activators, primary screen, cell-based, luciferase luminescence, HEK293 lucGAA850 | hit rate 0.56% among 360,000 | AID 540364, 2011 | HEK293 lucGAA850 FXN promoter luciferase reporter, 24 h; percent of 10 µM SAHA response | activation, % at 6 µM;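 active means activation above the average of all compounds screened plus 3 SD, cutoff fixed separately per campaign, cut at about 7.5% in these data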;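 further: 0% = DMSO wells and 100% = 10 µM SAHA wells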
DAX1 inh-1: DAX1 (NR0B1) inhibitors, primary screen, cell-based, HEK293, Gal4-DAX1, luciferase luminescence; HEK293 Gal4-DAX1 luciferase reporter; inhibition, % at 6.75 µM; hit rate 0.99% among 340,000; AID 504766, 2011;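 active means inhibition above the mean over all tested compounds plus 3 SD, cut at about 4.2% in these data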;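 further: 0% = DAX1-transfected cells with DMSO and 100% = empty-vector control cells with DMSO; inhibition shows as a rise in luminescence from relieved DAX1 repression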
Target sequence (P51843 207-470 limits assumed): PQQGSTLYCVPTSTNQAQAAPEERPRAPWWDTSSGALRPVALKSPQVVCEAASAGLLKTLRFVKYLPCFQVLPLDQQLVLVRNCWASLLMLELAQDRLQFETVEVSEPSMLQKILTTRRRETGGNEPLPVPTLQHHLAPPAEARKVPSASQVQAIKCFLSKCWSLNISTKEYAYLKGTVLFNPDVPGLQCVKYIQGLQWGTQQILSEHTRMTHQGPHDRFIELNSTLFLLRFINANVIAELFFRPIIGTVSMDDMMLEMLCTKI
sPLA2-III inh: human group III sPLA2 inhibitors, primary screen, biochemical, QFRET, BODIPY PC-A2 liposome substrate; inhibition, % at 12.2 µM; Group 3 secretory phospholipase A2 (Homo sapiens), Q9NZ20; QFRET BODIPY PC-A2 liposome hydrolysis, fluorescence; hit rate 0.56% among 370,000; AID 743126, 2013;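 active means inhibition above mean plus 3 SD of compounds lying within the high and low control bounds, cut at about 19% in these data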;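 further: 0% = median of test compound wells and 100% = no enzyme DMSO wells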
DAX1 inh-2: DAX1 (NR0B1) inhibitors on StAR promoter, primary screen, cell-based, luminescence, SF-1 (NR5A1), full-length DAX-1. HEK293T StAR-luciferase reporter, SF-1/DAX-1 repression relief. inhibition, % at 6.8 µM. hit rate 1.1% among 370,000. AID 652010, 2013;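 active means inhibition above the mean over all tested compounds plus 3 SD, cut at about 3.6% in these data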;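 further: 0% = DAX-1 cells with DMSO and 100% = cells lacking DAX-1 with DMSO; higher inhibition means more luminescence from relief of DAX-1 repression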
ADAM10 inh: human ADAM10 inhibitors, primary screen, biochemical, QFRET, HTS; inhibition, % at 7 µM; hit rate 0.62% among 370,000; recombinant ADAM10, EDANS/DABCYL FRET peptide cleavage, 3 h;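 active means inhibition above a per-campaign cutoff equal to the mean of compounds falling between control-based bounds plus 3 SD, cut at about 20% in these data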;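 further: 0% = DMSO wells while the 100% control is not disclosed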
hcDAF-12 act: H. contortus DAF-12 nuclear receptor activators, primary screen, cell-based, luminescence, HEK293, lit1-tk-luc reporter | HEK293 hcDAF-12 lit1-tk-luc reporter; 0% DMSO, 100% Δ7-dafachronic acid | activation, % at 6.8 µM | hit rate 1.4% among 370,000;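 active means activation above the mean of all tested compounds plus 3 SD, cut at about 5.5% in these data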;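 further: 100% = response to 3 µM Δ7-dafachronic acid high control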
PLC-beta3 inh: human PLC-beta3 inhibitors, primary screen, biochemical, fluorescence | Purified PLC-beta3, fluorogenic substrate | hit rate 0.18% among 370,000 | inhibition, % at 12.2 µM; in the data active means inhibition above about 11%;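 further: 0% = median of compound wells on plate and 100% = full blocker control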
Active calls of the source: *; i = inactive; x = no result given.

SMILES	ADAM17 inh	hgDAF-12 ag	ssDAF12 agonist	PLC-gamma1 inh	FXN GAA850 act	DAX1 inh-1	sPLA2-III inh	DAX1 inh-2	ADAM10 inh	hcDAF-12 act	PLC-beta3 inh
COc1nc(Nc2ccc(-c3nc4ccccc4o3)cc2)nc(N2CCOCC2)n1	-8.8	0.9	-0.7	-4.8	-0.8	-1.5	-4.0	0.3	-25.7	-0.8	-6.6
COC(=O)c1ccccc1-n1c(C)nc(=O)c(-c2ccccc2)c1C	-1.8	-2.2	-0.8	0.9	1.4	1.2	-1.5	-0.3	2.7	0.6	-2.4
COCOc1ccc(C=O)cc1OCOC	-1.7	-1.0	-0.8	1.0	0.0	0.7	5.1	0.5	-7.3	-1.5	3.1
Cc1ccc(S(=O)(=O)CCC(=O)Nc2ccccc2Cl)cc1	1.7	-1.7	-1.6	4.9	-1.5	0.7	3.5	0.3	0.2	0.8	-2.4
COc1ccc(N(CC(=O)N2CCN(c3cccc(C)c3C)CC2)S(=O)(=O)c2c(C)noc2C)cc1	-1.4	-0.1	-1.0	1.9	-0.3	0.0	6.5	-0.2	0.7	-1.5	-7.7
O=C(COC(=O)CCCNC(=O)c1ccc(Cl)cc1)Nc1ccc(Br)cc1	-2.7	-1.4	-1.2	-0.7	1.5	0.8	9.8	-0.2	-2.2	-2.5	1.1
CNC(=O)CSc1nccn1Cc1ccc(Cl)cc1	-7.0	-1.1	-1.7	-3.3	0.5	0.7	4.2	0.3	-10.0	-0.9	0.6
CC12CC3CC(C)(C1)CC(Nc1nc(N4CCOCC4)nc4ccccc14)(C3)C2	-3.4	1.1	-1.7	-1.2	-1.1	-1.4	2.4	0.1	-11.8	-0.4	-13.4
COc1cccc(OC)c1OCCOCCN1CCN(C)CC1	-1.1	0.2	-0.2	0.6	-1.2	-1.8	6.7	-0.1	1.6	-0.5	-4.3
CCC(=O)Oc1ccc(-c2nc(-c3cccnc3)no2)cc1	-0.2	10.6*	-0.6	4.5	2.7	1.7	-2.6	1.2	-7.1	1.7	0.5
CS(=O)(=O)Cc1ccc(C(=O)NC2CCN(Cc3ccccc3)C2)cc1 (centres undefined)	0.3	-0.5	-0.5	4.3	0.7	4.2*	3.9	0.8	8.8	1.1	-2.5
Fc1ccccc1C1c2cccn2CCN1C(=S)Nc1ccc(Br)cc1 (centres undefined)	-6.9	1.3	-0.9	-7.3	1.1	0.0	-2.1	-0.8	-5.5	-2.1	-17.5
Cc1ccc(CNC(=O)CS(=O)Cc2nc(-c3ccccc3F)oc2C)cc1 (centres undefined)	-2.4	1.3	-1.0	-2.3	0.5	0.1	-5.8	0.3	3.2	0.2	-7.3
COc1ccc2cc3cc(C(=O)NCc4ccccn4)oc3nc2c1	i	1.1	-1.3	i	0.3	-1.2	-4.3	-0.6	i	-0.4	i
COCCN1C(=O)[C@H]2C[C@@]13O[C@H](C1CCCCC1)N=C3CC1c3ccccc3C[C@@]12C (some centres undefined)	-5.6	-2.5	-1.2	1.4	x	x	0.7	0.0	-12.7	-2.0	-1.8
COCCCNC(=O)CNC(=S)N(Cc1ccc(F)cc1)C1CCCCC1	1.2	1.6	1.2*	2.6	-0.4	0.1	3.7	1.0	6.2	3.6	3.9
CC(=O)Nc1ccc(NC(=O)CN(c2cccc(C(C)=O)c2)S(C)(=O)=O)cc1	-1.2	3.1	-1.2	3.2	4.3	0.3	1.0	-0.6	2.4	-0.9	0.2
CCc1nnc(NC(=O)c2ccc(S(=O)(=O)N(CCOC)CCOC)cc2)s1	-1.2	0.1	-0.7	0.7	-1.3	0.5	-5.0	-0.5	6.3	0.7	2.3
O=C(CSc1n[nH]c(-c2ccc(Cl)cc2Cl)n1)Nc1ccccn1	-7.9	1.1	-1.0	-10.7	0.8	0.1	-20.0	0.0	-21.0	0.2	-10.2
O=[N+]([O-])c1cc([N+](=O)[O-])c2nonc2c1Nc1ccccc1O	-3.1	-3.0	-0.9	-23.8	3.0	-0.4	2.1	-0.9	-0.8	1.7	-39.1
COC(=O)CSc1nnc(-c2ccc3c(c2)OCO3)n1C	-3.7	1.1	-0.5	0.6	2.2	-1.2	1.6	0.2	-2.6	-1.0	0.2
Cc1ccc2oc(-c3cccc(NC(=O)c4ccccn4)c3)nc2c1	-4.0	9.1	-0.9	-6.8	2.7	0.8	-3.0	0.0	-7.8	3.2	-14.3
COc1ccc(C2=CC(=O)N(Nc3ccccc3)C2=O)cc1	0.7	2.9	-0.9	-6.5	8.2*	x	-32.2	-0.7	1.8	-2.1	-4.9
COc1ccc(NC(=O)COc2ccc3c(c2)CCC3)cc1	4.5	-0.6	-1.7	-2.4	0.9	3.6	-3.3	1.1	2.0	-0.4	3.2
CCOC(=O)N1CCN(C(=O)C2CCN(S(=O)(=O)c3cc(OC)ccc3OC)CC2)CC1	-6.7	-2.5	-1.3	0.0	0.2	-0.3	1.5	0.2	-10.1	-1.5	-0.7
COc1ccc(C(=O)n2nc(-c3ccccc3)nc2N)cc1OC	-2.1	-2.9	-0.3	1.0	1.3	0.7	5.0	-0.6	4.4	-0.8	2.6
COc1cccc(/C=C(/C#N)c2nc3ccccc3[nH]2)c1OC(C)C(=O)O (centres undefined)	-11.6	5.3	1.0*	-101.6	-0.1	7.0*	-4.2	1.1	-26.6	4.4	-126.4
CCc1ccc(NC(=O)[C@@H](NC(=O)[C@@H]2Cc3ccccc3CN2)C(C)CC)cc1 (some centres undefined)	0.5	4.7	-0.8	1.1	1.7	-0.1	-0.1	1.1	5.5	-1.2	-4.4
O=C(C1CCN(S(=O)(=O)c2ccc(Cl)cc2)CC1)N1CCN(c2ccccn2)CC1	4.1	0.7	-1.7	6.7	0.1	0.2	1.2	1.6	-18.0	-1.6	-3.1
COc1cc(OC)c2c(-c3cccc(-c4ccoc4)c3)cc(=O)oc2c1	-0.9	1.9	-1.2	-27.5	-3.7	0.2	-9.4	-2.6	-8.6	-1.2	-44.5
O=C(COC(=O)CCC(=O)c1cccs1)NC1CC1	-6.0	-2.4	-1.2	-0.3	1.5	0.0	1.6	0.5	-2.0	0.1	-6.9
O=C(NC1CC1)C1=C[C@H](c2csc3ccccc23)C[C@H](OCc2ccc(CO)cc2)O1	-0.9	-2.5	-1.7	-1.5	-1.8	-1.1	-14.6	-0.6	10.8	-5.2	-2.6
CC1CCN(C(=O)c2ccc3c(Cl)c4c(nc3c2)CCCC4)CC1	-0.8	2.1	-1.3	-1.4	-0.5	1.3	-3.4	0.1	-2.0	2.2	3.5
CC(=O)c1cc2c(cc1NC(=O)c1cccc(S(=O)(=O)N3CCN(C)CC3)c1)OCO2	-5.9	-1.6	0.0	-6.2	1.5	1.7	3.8	0.6	1.4	-0.9	-12.0
CCC(=O)Nc1nnc(S(=O)(=O)N2c3ccccc3CC2C)s1 (centres undefined)	-2.9	-1.4	-1.1	-0.2	-0.2	-0.3	3.4	0.5	-19.2	-2.8	-9.1
CCCCn1c(N)c(N(CCOC)C(=O)c2ccc(-c3cccc(C(F)(F)F)c3)o2)c(=O)[nH]c1=O	-24.3	-1.7	-1.2	-29.6	1.3	-1.0	-4.8	1.5	-43.8	-0.1	-44.5
CC(=O)N1N=C(c2ccncc2)OC12CCCC2	3.5	1.4	-1.5	3.5	-0.6	-0.1	2.0	0.0	-2.1	-1.7	5.8
CCC(Oc1ccccc1)C(=O)Nc1cc(Cl)ccc1-n1cncn1 (centres undefined)	-4.8	-2.6	-0.7	0.7	0.6	0.5	10.5	-0.1	2.6	-1.0	-7.1
Cc1cccc(-c2noc(CNS(=O)(=O)c3ccccc3)n2)c1	-0.1	-2.5	-0.8	1.3	3.5	-0.1	-9.6	-0.8	3.6	0.4	-6.2
COc1ccc(S(=O)(=O)Nc2ccc(Nc3ccccc3)cc2)cc1	12.2*	-0.8	-1.7	6.6	-0.5	x	-27.9	-0.3	21.0*	-2.1	-4.4
CC1CCC(NC(=O)COC(=O)CCC(=O)c2ccc(Cl)s2)CC1 (centres undefined)	-1.1	4.3	-0.2	-3.7	1.7	1.7	-8.0	-0.1	-14.8	-0.6	-7.0
O=C(O)c1ccc(/C=N\Nc2ccc(S(=O)(=O)N3CCOCC3)cc2[N+](=O)[O-])cc1	-3.3	-0.3	-0.8	6.3	2.0	3.3	13.6	0.1	-5.3	-0.1	-5.2
COc1ccc(S(=O)(=O)Nc2ccc(C)cc2)cc1OC	-0.9	-1.4	-1.4	-0.1	-0.9	0.8	-3.8	0.0	-2.1	-0.5	2.0
COc1cccc(NC(=O)c2cnc[nH]2)c1	-0.2	4.1	-0.3	6.8	2.9	0.9	4.6	0.6	3.9	0.0	-1.8
CN(C(=O)c1ccc(S(=O)(=O)N2CCCCC2)cc1)C1CCS(=O)(=O)C1 (centres undefined)	-3.0	-1.1	-1.6	6.3	-0.9	1.3	2.6	-0.5	-5.5	0.0	-7.7
COc1ccc(-c2nc3ncccn3c2Br)cc1	-271.4	10.7*	0.5	-274.9	4.6	10.0*	6.0	1.7	i	2.7	-399.4
O=C(COc1ccccc1)NCC(=O)N1CCCC(C(F)(F)F)C1 (centres undefined)	-3.9	-0.1	-1.6	2.4	-0.8	2.7	8.2	0.5	-4.0	-0.6	-5.1

4 structures already listed, sorted by number of heavy atoms, descending.
SMILES	ADAM17 inh	hgDAF-12 ag	ssDAF12 agonist	PLC-gamma1 inh	FXN GAA850 act	DAX1 inh-1	sPLA2-III inh	DAX1 inh-2	ADAM10 inh	hcDAF-12 act	PLC-beta3 inh
O=C(NC1CC1)C1=C[C@H](c2csc3ccccc23)C[C@H](OCc2ccc(CO)cc2)O1	-0.9	-2.5	-1.7	-1.5	-1.8	-1.1	-14.6	-0.6	10.8	-5.2	-2.6
CCC(Oc1ccccc1)C(=O)Nc1cc(Cl)ccc1-n1cncn1 (centres undefined)	-4.8	-2.6	-0.7	0.7	0.6	0.5	10.5	-0.1	2.6	-1.0	-7.1
COc1ccc(-c2nc3ncccn3c2Br)cc1	-271.4	10.7*	0.5	-274.9	4.6	10.0*	6.0	1.7	i	2.7	-399.4
COc1cccc(NC(=O)c2cnc[nH]2)c1	-0.2	4.1	-0.3	6.8	2.9	0.9	4.6	0.6	3.9	0.0	-1.8
